Screens as filed in PubChem.
MBNL1-CUG inh – qHTS Assay for Inhibitors of MBNL1-poly(CUG) RNA binding. Muscleblind-like protein 1 (Homo sapiens), Q9NR56. TR-FRET MBNL1-His/biotin-(CUG)12 binding, 665/545 ratio. Potency, µM (titrated, usually from 57.5 µM), inactives show top-dose activity change, negative = inhibition, actives largely listed as inhibitors. 280,000 tested, 0.036% active. AID 2675, 2010; active = well fitted inhibition curve with a large enough effect in the signal ratio, with a control signal flat, not every such curve was filed as active; inconclusive = small, poorly fitted or top-dose-only effect, or effect the other way, or a change in a side signal; inactive = no such curve, though single readings can be large or run the other way; the % refers to the signal ratio; note: potency is the fitted concentration of half-maximal effect; % is set by controls: 0 for no effect and ±100 for the full control effect
Target sequence (Q9NR56 whole entry, looked up): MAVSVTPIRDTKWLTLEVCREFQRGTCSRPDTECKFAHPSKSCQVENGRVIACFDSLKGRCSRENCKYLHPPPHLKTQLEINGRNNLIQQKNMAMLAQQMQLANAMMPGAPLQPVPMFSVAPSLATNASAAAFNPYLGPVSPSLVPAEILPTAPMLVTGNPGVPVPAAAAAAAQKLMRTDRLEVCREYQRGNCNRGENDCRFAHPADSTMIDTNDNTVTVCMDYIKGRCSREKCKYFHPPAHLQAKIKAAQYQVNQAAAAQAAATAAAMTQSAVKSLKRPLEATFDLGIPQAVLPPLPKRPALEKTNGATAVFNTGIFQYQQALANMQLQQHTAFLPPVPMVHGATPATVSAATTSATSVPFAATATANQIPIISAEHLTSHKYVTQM
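His-tagged MBNL1 binding to biotinylated (CUG)12 RNA was measured by TR-FRET using terbium anti-His antibody (0.055 ng/ul final) and streptavidin-XL665 (5 nM final). Compounds were titrated 92 nM to 58 uM; 60 min at room temperature.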
Menin MLL FP TR – qHTS Assay for Inhibitors Targeting the Menin-MLL Interaction in MLL Related Leukemias: Competition With Texas Red Labeled MLL-derived Mutant Peptide. O00255. Potency, µM (titrated, usually from 61.6 µM), for inactives: at the highest dose FP activity change, negative = inhibition, most hits filed as inhibitors. 270,000 tested, 0.23% active. Menin + Texas Red MLL mutant peptide, fluorescence polarization. AID 1768, 2009; active = well fitted inhibition curve with a large enough effect in the polarisation, with a control signal flat, not every such curve was filed as active; inconclusive = small, poorly fitted or top-dose-only effect, or effect the other way, or a change in a side signal; inactive = no such curve, though single readings can be large or run the other way; the % refers to the polarisation; note: potency is the fitted concentration of half-maximal effect; % of control where 0% means no effect; many of its hits are not listed in these tables
TSHR antag – Antagonists of the Thyroid Stimulating Hormone Receptor: HTS campaign. activity change, negative = inhibition, % at 11.5 µM. AID 504810, 2011. 330,000 tested, 0.2% active. TSHR-expressing cells, TSH-stimulated cAMP HTRF, 2 h; stronger effect = lower value;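 active = activity change below a set negative limit, meaning inhibition stronger than a set level, cut at about -70% in these data; inconclusive = activity change between two set negative limits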; note: % is set by controls: 0 for no effect and ±100 for the full control effect
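Competitive HTRF cAMP read-out (cryptate anti-cAMP antibody, cAMP-d2; 30 min, room temperature) in freshly harvested TSHR cells. Compounds added before TSH at EC80 (4nM final), followed by 2 hours' incubation at 37 deg C.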
AT treatment – qHTS Assay for Identifying a Potential Treatment of Ataxia-Telangiectasia | Potency, µM (doses to about 57.5 µM), for the others: top-dose activation, usual class: activators | 320,000 tested, 0.19% active | […] A-T fibroblasts, KAP-1 phosphorylation AlphaLISA; neocarzinostatin DNA damage 30 min before lysis | AID 485349, 2010; note: potency is the fitted concentration of half-maximal effect; % of control where 0% means no effect; nearly all actives have a fitted effect of over 45% in size
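ATM-like activity read as KAP-1 phosphorylation via AlphaLISA donor/acceptor antibody pairs after lysis and 6 hr at 25C. Cells were ATM-null patient fibroblasts ([…], hTERT), dosed 60 min, then exposed to the DSB inducer NCS for 30 min.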
Integrin act MD – qHTS for Activators of Integrin-Mediated Alleviation for Muscular Dystrophy | alpha7betagal myoblasts, beta-gal FDG fluorescence, 48 h | Potency, µM (highest dose often 38.3 µM), for inactives: at the highest dose activation, usual class: activators | 350,000 tested, 0.064% active;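 note: potency is the fitted concentration of half-maximal effect; 100% = response of the positive control SU9516; nearly all actives have a fitted effect of over 60% in size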
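Alpha7betagal+/- myoblasts (passage 13) were plated 16-24 hr, then exposed to compounds (1:260 dilution of DMSO stock) for 48 hours at 37C. After MPER lysis, β-galactosidase reporter activity was read as FDG fluorescence (ex 480/em 540) after 30 minutes.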
TCR act – Activators of T cell receptors: qHTS campaign; primary human leukocytes, anti-CD3, IL-2 HTRF, 48 h; Potency, µM (highest dose often 9.22 µM), for the others: at the highest dose activation of IL-2 secretion, hits mostly activators; 330,000 tested, under 10 active; note: % of control where 0% means no effect
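1) Mix primary human leukocytes, a-CD3 beads and compound. 2) Incubate 48 hr. 3) Add HTRF IL-2 reagents (a-IL-2-K, a-IL-2-d2).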
Mito fusion yeast – qHTS Assay for Small Molecule Inhibitors of Mitochondrial Division or Activators of Mitochondrial Fusion. S. cerevisiae fusion-defective mutant growth rescue, CellTiterGlo 48 h. Potency, µM (titrated, usually from 46.1 µM), for the others: top-dose growth rescue (activation), hits mostly activators. 320,000 tested, 0.23% active. AID 485298, 2010;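 note: potency is the fitted concentration of half-maximal effect; % of control where 0% means no effect; nearly all actives have a fitted effect of over 45% in size; temperature-sensitive fusion mutants such as fzo1-1 at 37 °C on non-fermentable ethanol glycerol medium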
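Compounds are tested for their ability to restore growth of mitochondrial fusion-defective yeast strains at non-permissive 37C in YPEG medium over 48 hours. Viability is quantified by luciferase luminescence.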
PTAP TSG101 blk – qHTS Assay for Iinhibitors of HIV-1 Budding by Blocking the Interaction of PTAP/TSG101 | Potency, µM (series often up to 115 µM), without a hit: top-dose activity change, negative = inhibition, most hits filed as inhibitors | 340,000 tested, under 10 active | Fluorescence polarization, FITC-PTAP peptide / Tsg101 binding | Tumor susceptibility gene 101 protein (Homo sapiens), Q99816; active = well fitted inhibition curve with a large enough effect in the main read-out, with a control signal flat, not every such curve was filed as active; inconclusive = small, poorly fitted or top-dose-only effect, or effect the other way, or a change in a side signal; inactive = no such curve, though single readings can be large or run the other way; note: potency is the fitted concentration of half-maximal effect; % of control where 0% means no effect
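Compounds were pin-transferred onto Tsg101 binding domain (10 uM final) in HEPES pH 7.5 buffer, then FITC-PTAP peptide was added at 50 nM final. After 20 min at RT, polarization reported peptide displacement across a qHTS concentration series.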
ASM inhibitor – Inhibitors of Secretory Acid Sphingomyelinase (S-ASM): qHTS; 340,000 tested, 0.006% active; Potency, µM (top dose mostly 57.5 µM), for inactives: at the highest dose activity change, negative = inhibition, actives largely listed as inhibitors; AID 504937, 2011; Sphingomyelin phosphodiesterase (Homo sapiens), P17405; placental ASM, HMU-PC fluorogenic substrate, 60 min; note: potency is the fitted concentration of half-maximal effect
Target sequence (P17405 47-631 limits assumed): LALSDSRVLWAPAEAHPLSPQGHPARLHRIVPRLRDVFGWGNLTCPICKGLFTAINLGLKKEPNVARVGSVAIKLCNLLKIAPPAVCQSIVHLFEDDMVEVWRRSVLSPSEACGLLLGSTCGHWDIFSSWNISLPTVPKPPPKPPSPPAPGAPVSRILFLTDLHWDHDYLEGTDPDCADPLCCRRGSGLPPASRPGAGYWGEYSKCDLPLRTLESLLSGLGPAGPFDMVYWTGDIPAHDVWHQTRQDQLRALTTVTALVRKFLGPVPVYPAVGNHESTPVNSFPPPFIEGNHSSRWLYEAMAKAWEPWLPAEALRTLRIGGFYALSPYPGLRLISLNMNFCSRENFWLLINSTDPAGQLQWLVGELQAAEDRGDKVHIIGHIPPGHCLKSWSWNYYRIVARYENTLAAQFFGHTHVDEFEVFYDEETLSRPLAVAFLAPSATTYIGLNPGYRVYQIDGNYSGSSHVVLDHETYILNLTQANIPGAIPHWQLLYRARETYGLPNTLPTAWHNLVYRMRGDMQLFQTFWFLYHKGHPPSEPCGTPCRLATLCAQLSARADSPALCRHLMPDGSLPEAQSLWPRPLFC
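Steps: dispense placental human ASM, pin compound, wait 10 min at room temperature, add HMU-PC0 substrate at 9 uM final, incubate 60 min at 37 °C, add stop solution raising pH to 10, read fluorescence.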
CXXC DNA block – qHTS Fluorescence Polarization Assay for Inhibitors of MLL CXXC domain - DNA interaction; Histone-lysine N-methyltransferase 2A (Homo sapiens), Q03164; MLL-CXXC / FITC-HOXA9 DNA fluorescence polarization; Potency, µM (highest dose often 115 µM), for the others: at the top dose activity change, negative = inhibition, hits mostly inhibitors; AID 2662, 2010; 290,000 tested, 0.037% active; active = well fitted inhibition curve with a large enough effect in the polarisation, with a control signal flat, not every such curve was filed as active; inconclusive = small, poorly fitted or top-dose-only effect, or effect the other way, or a change in a side signal; inactive = no such curve, though single readings can be large or run the other way; the % refers to the polarisation; note: potency is the fitted concentration of half-maximal effect
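Purified MLL-CXXC (added from a 7 uM solution) was preincubated 5 min at ambient with pinned compounds in 50 mM Tris-HCl pH 7.5, 50 mM NaCl, 1 mM DTT, 0.05% BSA. Fluorescein-labeled HOX-A9 DNA (50 nM solution) followed, 30 min, then polarization read.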
* = called active by the depositor; ? = inconclusive; . = not tested or not shown; & = joins results of further samples; [ ] = remark or other dose. Unless noted, calls come from the whole dose curve; as a rule, active = well fitted curve in the direction sought with a large enough effect; inconclusive = small, poorly fitted or top-dose-only effect, or another doubt; inactive = no such curve, though single readings can be large; an effect the other way counts as inactive or inconclusive. Only part of the results is shown, so the mix of outcomes need not match the whole.

SMILES	MBNL1-CUG inh	Menin MLL FP TR	TSHR antag	AT treatment	Integrin act MD	TCR act	Mito fusion yeast	PTAP TSG101 blk	ASM inhibitor	CXXC DNA block
O=c1[nH]c(=O)n(Cc2ccc(F)cc2)c(O)c1C=NCCN1CCCCC1	4%	4%	12	-7%	-11%	8%	1%	-4%	-1%	2%
COc1ccc(-n2c(O)c(C(C)=NCC3CCCO3)c(=O)[nH]c2=O)cc1 (centres undefined)	.	.	-1	4%	14%	1%	-1%	-4%	-3%	-3%
O=C(Cn1c(=O)n(CC2CS2)c2ccccc21)N1CCCCC1 (centres undefined)	-1%	-2%	17	-2%	-45%	-6%	1%	-3%	6%	4%
COc1ccc(CNC(=O)/C=C/c2ccc3[nH]cc(CCN(C)C)c3c2)cc1	13%	7%	8&-7	-8%	.	8%	3%&10%	1%	-3%	-2%&12%
CCCCCn1c(=O)c(C(=O)Nc2cccc(C)c2)c(O)c2ccccc21	1%	37%[activator]	7	-7%	?	5%	-2%	-1%	5%	2%
COc1ccc(/C=C2\Oc3cc(OC(=O)N4CCOCC4)ccc3C2=O)c(OC)c1	.	.	-13	-1%	22%	-11%	-1%	2%	142%[activator]	23%
CCC(=O)c1ccc(OCC(=O)N2CCN(CC(=O)Nc3ccccc3C(F)(F)F)CC2)cc1	.	.	-12	-3%	?	-5%[46.1 µM]	.	1%	-3%	.
CCS(=O)(=O)N1Cc2ccccc2CC1C(=O)NCC12CC3CC(CC(C3)C1)C2 (centres undefined)	?	.	-1	2%	14%	-6%	11%	-4%	-1%	11%
COc1cc(CN=Cc2c(O)n(C(C)(C)C)c(=O)[nH]c2=O)cc(OC)c1	4%	.	7	-2%	7%	-1%	0%	-3%	-4%	11%
COC(=O)C1=C(C(=O)OC)C2c3ccccc3C1c1ccccc12	.	.	.	.	-14%	6%	.	0%	-2%	.
OC(CCNCCc1c[nH]c2ccccc12)C(F)(F)F (centres undefined)	-3%	-9%	-2	2%	3%	-3%	4%	-3%	-1%	0%
C[C@]12CCC3C(CC[C@H]4C[C@H](O)CC[C@]34C)C1C[C@H](O)[C@@H]2O (some centres undefined)	.	.	0	11%	16%	-3%	.	-2%	-1%	.
O=[N+]([O-])/C=C/c1c(Cl)cccc1Cl	.	.	.	.	-8%	-3%	.	0%	1%	.
CCCCn1c(=O)c(C(=O)NCc2ccccc2OC)c(O)c2ccccc21	0%	32%[activator]	-3	4%	-11%	-1%	0%	0%	-9%	3%
CC(C)C[C@H]1C(=O)N2CCC[C@H]2[C@]2(O)O[C@](NC(=O)[C@@H]3C=C4c5cccc6[nH]c(Br)c(c56)CC4N(C)C3)(C(C)C)C(=O)N12 (some centres undefined)	?	8%	-12	-10%	.	6%	2%	-1%	1%	7%
O=C(c1cc(-c2ccncc2)nc2ccccc12)N1CCC2(CC1)OCCO2	9%	-1%	-2	1%	2%	-2%	3%	-1%	1%	7%
COC(=O)C1=C(c2ccc(Cl)c(C(F)(F)F)c2)C[C@@H]2CC[C@H]1N2C(=O)NCCOc1ccccc1Cl	.	.	-16	-4%	-42%	-16%	2%	0%	-4%	.
CCCCCn1c(=O)c(C(=O)Nc2c(C)n(C)n(-c3ccccc3)c2=O)c(O)c2ccccc21	5%	23%	12	25%	-3%	1%	3%	-1%	-3%	-15%
C[C@H](O)[C@H]1CC[C@H]2[C@@H]3CCC4=CC(=O)CC[C@]4(C)[C@H]3CC[C@]12C	11%	-3%	19	.	.	13%	?	1%	-1%	15%
CCC(C#N)(CC)P(=S)(c1ccccc1)c1ccccc1	-2%	4%	-11	-1%	-13%	-4%[46.1 µM]	15%	-7%	-3%	10%
COc1ccc(C(=O)Nc2ccccc2-c2nnn(CC(=O)Nc3ccc4c(c3)OCCO4)n2)cc1	-5%	?	1	6%	29%	-11%	-5%	0%	5%	30%[activator]
Cc1ccc(-n2c(-c3ccc([N+](=O)[O-])cc3)nc3ccccc3c2=O)cc1	?	-6%	31	-1%	12%	-5%[46.1 µM]	19%	0%	-4%	-1%
COc1ccc(C(C)=O)cc1CC(C(=O)c1ccc(C)c(C)c1)N(C)C (centres undefined)	-2%	-2%	0	-7%	-9%	4%[46.1 µM]	-1%	0%	1%	1%
CC(=O)c1cccc(OCC(=O)N2CCN(CC(=O)Nc3cccc(F)c3)CC2)c1	.	.	-13	-3%	0%	.	-3%	2%	-1%	.
O=P(Oc1ccccc1)(N1CCOCC1)N1CCOCC1	.	.	.	.	14%	7%	.	0%	5%	.
O=C(O)Cn1cc(/C=C2\C(=O)NC(=O)N(c3ccc(F)cc3)C2=O)c2ccccc21	-18%	36%[activator]	-6	7%	.	.	-1%	.	.	?
Cc1cccnc1NC1=NCC(C)S1 (centres undefined)	?	14%	1	4%	16%	12%	-1%	-2%	2%	14%
CCOC(=O)c1cc2c(cn1)[C@H](CCO)NC2	.	.	.	.	-11%	-11%	.	-1%	3%	.
COC(=O)CCCNC(=O)CN1CC(c2ccccc2)CC1=O (centres undefined)	5%	-5%	1	-1%	2%	-3%	0%	-1%	-3%	-9%
COC(=O)C1=C(c2c(C)noc2C)C[C@@H]2CC[C@H]1N2C(=O)N1CCCC1	.	.	6	1%	29%	2%	-4%	2%	3%	.
CCOc1cc(C=C2C(=O)NC(=O)NC2=O)ccc1OS(=O)(=O)c1ccccc1	-10%	17%	-4	2%	10%	2%	3%	-7%	-4%	?
CCCOP(=O)(c1ccc(N(C)C)cc1)C(O)c1ccc(Cl)cc1Cl (centres undefined)	-3%	?	2	10%	-24%	-2%	3%	-1%	-2%	-4%
CCOC(=O)C1CCN(/C=C2\C(=O)NC(=S)N(CC)C2=O)CC1	-8%	-12%	6	7%	7%	-4%	-3%	-1%	0%	-2%
Cc1ccc(CN(Cc2ccccc2)C(=S)NCC(=O)N2CCC3(CC2)OCCO3)o1	-2%	-23%	-7	1%	-30%	-1%	-2%	0%	1%	13%
CN(C)CP(=O)(Nc1ccccc1)N(C)C (centres undefined)	0%	-10%	2	11%	11%	-6%	4%	-1%	0%	-15%
CCC(=O)C(CCN1CCOCC1)(c1ccccc1)c1ccccc1	.	.	.	.	13%	-5%	.	-1%	1%	.
CC/C(=N\N1CCN(C)CC1)c1c(O)[nH]c(=O)[nH]c1=O	?	12%	5	-6%	-2%	3%[46.1 µM]	0%	-3%	4%	6%
CCc1c(-c2ccccc2)nc2ccccc2c1C(=O)N1CCC2(CC1)OCCO2	-3%	.	16	-9%	15%	13%	-12%	4%	1%	24%
CSCCC(N=Cc1c(O)n(-c2ccc(F)cc2)c(=O)[nH]c1=O)C(=O)OC(C)(C)C (centres undefined)	-12%	-14%	3	-1%	-1%	-1%	1%	-12%	0%	3%
CC(=NCCc1c[nH]c2ccccc12)c1c(O)n(Cc2ccccc2)c(=O)[nH]c1=O	-11%	.	-2	32µM*	0%	-3%	-3%	4%	-12%	8%
O=C(O)C(O)(c1ccccc1)C1CCCCC1 (centres undefined)	-9%	-21%	?	3%	11%	-6%	4%	0%	-1%	-3%
COc1ccc(C2NCc3ccc4c(c3-n3cccc32)OCO4)cc1OC (centres undefined)	6%	?	2	1%	-4%	-5%	-5%	-4%	1%	7%
CC(C)OP(=O)(O)NC(=O)c1ccccc1	.	11%	16	7%	?	-65%	-8%	-5%	4%	2%
CCOP(=O)(OCC)c1nc(-c2cccc3ccccc23)oc1NCCc1ccc(OC)cc1	.	?	10	?	-37%	3%[46.1 µM]	15%	-4%	.	5%
Cc1cc(O)c2c(C)c(CC(=O)N3C[C@H]4C[C@@H](C3)c3cccc(=O)n3C4)c(=O)oc2c1	?	-13%	24	2%	-6%	-4%	5%	-2%	69%	4%
COc1ccc(C2=NCC(=O)N(CC(=O)NCc3ccco3)c3sc4c(c32)CCCC4)cc1	-5%	?	2	5%	-19%	11%	3%	-1%	2%	1%
C[N+]1(C)C2CCC1CC(OC(=O)c1c[nH]c3ccccc13)C2 (centres undefined)	.	?	2&-5	-3%	.	-4%	?	0%	2%	-6%
